TGFb inhibitor = qHTS for Inhibitors of TGF-b. HepG2 CAGA-GFP TGF-b/SMAD3 reporter, GFP fluorescence, 18 h; TGF-beta stimulated, 500 pg/mL final. Potency, µM (top dose mostly 46.1 µM), for inactives: at the top dose activity, negative = inhibition, usual class: inhibitors. 410,000 compounds, 1.2% hits; note: potency is the fitted concentration of half-maximal effect; % is set by controls: 0 for no effect and ±100 for the full control effect; nearly all actives have a fitted effect of over 65% in size
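HEPG2 CAGA-GFP, 1000 cells/well; 2 h settle, 37 C; cpd via pin tool; TGF-b 500 pg/mL final; 18 h, 37 C; GFP imaging ex488/em500-530; %Activity normalised to -TGF-b and +DMSO controls; CRC fit, curve class.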
A549 tox = Nrf2 qHTS screen for inhibitors: counterscreen for cytotoxicity; AID 504648, 2011; A549 ARE-Fluc cells, CellTiter-Fluor viability, 18-24 h; 390,000 compounds, 0.16% hits; Potency, µM (top dose mostly 46 µM), for the others: at the highest dose activity change, negative = cytotoxicity, usual class: inhibitors; note: potency is the fitted concentration of half-maximal effect; % is set by controls: 0 for no effect and ±100 for the full control effect
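Cytotoxicity counterscreen: CellTiter-Fluor fluorescence was measured in A549 ARE_Fluc cells after 18-24 h of compound exposure in a concentration series. The subsequent BugLite luminescent read reports ARE-luciferase activity.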
MmCpn inh = Inhibitors of TCP-1 ring complex (TRiC) of Methanococcus maripaludis (MmCpn): qHTS | Potency, µM (series often up to 76.9 µM), for inactives: top-dose activity, negative = inhibition, most hits filed as inhibitors | purified Mm-Cpn ATPase, ADP Transcreener TR-FRET | AID 504842, 2011 | Chaperonin Mm-Cpn (Methanococcus maripaludis) | 330,000 compounds, 0.031% hits; note: potency is the fitted concentration of half-maximal effect; % is set by controls: 0 for no effect and ±100 for the full control effect; nearly all actives have a fitted effect of over 80% in size
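Inhibition of chaperonin ATP hydrolysis is measured as reduced ADP production, detected by competitive TR-FRET in which signal falls with ADP. Final enzyme 25 nM and ATP 10 uM, reacted 30 min at 37°C.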
EPAC2 agonist = qHTS for Agonist of cAMP-regulated guanine nucleotide exchange factor 4 (EPAC2): primary screen; Rap guanine nucleotide exchange factor 4 (Homo sapiens), Q8WZA2; EPAC2 activation, biochemical qHTS; response scale: 100% = 6.5 mM cAMP response; Potency, µM (top dose mostly 154 µM), for the others: top-dose activation, most hits filed as activators; 360,000 compounds, 0.079% hits; AID 720711, 2013; note: potency is the fitted concentration of half-maximal effect; nearly all actives have a fitted effect of over 50% in size
Target sequence (Q8WZA2 whole entry, looked up): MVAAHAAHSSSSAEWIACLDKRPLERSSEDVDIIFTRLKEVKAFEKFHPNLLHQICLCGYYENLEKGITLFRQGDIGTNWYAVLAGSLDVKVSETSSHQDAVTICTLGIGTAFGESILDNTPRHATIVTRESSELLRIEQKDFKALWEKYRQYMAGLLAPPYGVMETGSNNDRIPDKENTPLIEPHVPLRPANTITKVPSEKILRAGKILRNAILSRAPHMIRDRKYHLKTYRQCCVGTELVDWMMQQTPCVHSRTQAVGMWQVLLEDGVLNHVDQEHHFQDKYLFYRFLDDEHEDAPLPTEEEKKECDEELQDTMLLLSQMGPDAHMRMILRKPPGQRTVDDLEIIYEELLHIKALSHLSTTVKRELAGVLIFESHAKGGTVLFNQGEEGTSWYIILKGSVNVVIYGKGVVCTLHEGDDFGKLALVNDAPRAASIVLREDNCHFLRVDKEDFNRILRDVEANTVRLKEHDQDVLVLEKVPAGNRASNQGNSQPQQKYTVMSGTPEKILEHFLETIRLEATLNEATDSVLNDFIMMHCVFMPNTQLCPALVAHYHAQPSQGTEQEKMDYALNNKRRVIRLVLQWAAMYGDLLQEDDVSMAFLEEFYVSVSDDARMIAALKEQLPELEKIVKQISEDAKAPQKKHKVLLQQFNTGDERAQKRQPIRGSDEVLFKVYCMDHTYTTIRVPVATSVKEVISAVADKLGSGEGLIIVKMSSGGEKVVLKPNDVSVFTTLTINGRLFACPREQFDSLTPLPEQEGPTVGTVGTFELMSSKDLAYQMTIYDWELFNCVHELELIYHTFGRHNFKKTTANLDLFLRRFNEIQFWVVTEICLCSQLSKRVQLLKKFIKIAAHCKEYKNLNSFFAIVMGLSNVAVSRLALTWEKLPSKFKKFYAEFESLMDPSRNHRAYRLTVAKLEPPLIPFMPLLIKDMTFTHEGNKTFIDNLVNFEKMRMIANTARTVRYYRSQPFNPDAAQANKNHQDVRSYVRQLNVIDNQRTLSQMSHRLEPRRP
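Guanine nucleotide exchange by EPAC2 is measured as reduced fluorescence of BODIPY-GDP once it is released from 250 nM Rap1B. Plates are read kinetically for 30 min at room temperature; results are scaled to 6.5 mM cAMP.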
Akt phos inh = HTS Assay for Inhibitors of Akt Phophorylation: Primary Screen; Neuro2A IGF-stimulated pAkt S473 HTRF, 20 min; stronger effect = lower value; activity change, % for hits at 50 µM; 360,000 compounds, 0.32% hits; AID 651550, 2012; in the data active = activity change below about -80%; inconclusive = mostly about -51% to -80%; note: % is set by controls: 0 for no effect and ±100 for the full control effect
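Neuro2A cells (4,500/well, DMEM with 0.5% FBS) were treated with compound at a single 50 µM final concentration, stimulated with 6 nM IGF for 20 min at 37 °C, and lysed. Phospho-Akt Ser473 was read by HTRF as 665/615 ratio ×10^4.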
CCT modulator = High-Throughput Screening for Modulators of Cytosolic Chaperonin Activity. purified chaperonin ATPase assay, HTRF ADP detection, 30 min. activity change, % (concentration not given with the values), hits read low. 360,000 compounds, 0.3% hits. AID 651819, 2012; in the data active = activity change below about -30%; note: % is set by controls: 0 for no effect and ±100 for the full control effect
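We incubate TRiC, 40 or 20 nM final, with library compounds at 76 uM and 10 uM ATP for 30 min at 37 °C. ADP formed is detected with Transcreener HTRF reagents after 30 min at room temperature.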
Nrf2 activator = qHTS of Nrf2 Activators | AREc32 ARE-luciferase reporter (MCF7-derived line), luminescence, 24 h | Potency, µM (doses to about 46.1 µM), for the others: top-dose activation, actives largely listed as activators | 410,000 compounds, 0.31% hits | AID 624171, 2012; note: potency is the fitted concentration of half-maximal effect; % of control where 0% means no effect; nearly all actives have a fitted effect of over 65% in size
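Cells of the AREc32 ARE-luciferase line are plated in OPTI-MEM containing 5% FBS and left overnight at 37 deg C. Compounds are pinned in, incubation continues 24 hr, and firefly luciferase signal is then measured.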
EPAC2 antag = qHTS for Antagonist of cAMP-regulated guanine nucleotide exchange factor 2 (EPAC2): primary screen; Rap guanine nucleotide exchange factor 4 (Homo sapiens), Q8WZA2; EPAC2 GEF exchange of Rap1B-BODIPY-GDP, fluorescence; Potency, µM (titrated, usually from 114 µM), without a hit: at the top dose activity, negative = inhibition, hits mostly inhibitors; 360,000 compounds, 0.18% hits; AID 720708, 2013; note: potency is the fitted concentration of half-maximal effect; % is set by controls: 0 for no effect and ±100 for the full control effect; nearly all actives have a fitted effect of over 45% in size; many of its hits are not listed in these tables
Nrf2 block = Nrf2 qHTS screen for inhibitors | A549 ARE-Fluc reporter, luciferase luminescence, 18-24 h | Potency, µM (titrated, usually from 46 µM), for inactives: top-dose activity change, negative = inhibition, usual class: inhibitors | 360,000 compounds, 2.1% hits | AID 504444, 2011; note: potency is the fitted concentration of half-maximal effect; % is set by controls: 0 for no effect and ±100 for the full control effect; nearly all actives have a fitted effect of over 60% in size
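Reporter: ARE-Fluc in A549. Exposure: 18-24 h, 37 °C, 5% CO2, 5% FBS OPTI-MEM. Readouts: fluorescent cytotoxicity (CellTiter-Fluor), then luminescent Nrf2 signal after BugLite.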
* hit, by the source's call; i = inactive; ? = inconclusive; . = no result given; [ ] = dose if it differs, or a comment. Unless noted, calls come from the whole dose curve; as a rule, active = well fitted curve in the direction sought with a large enough effect; inconclusive = small, poorly fitted or top-dose-only effect, or another doubt; inactive = no such curve, though single readings can be large; an effect the other way counts as inactive or inconclusive. Some of the compounds tested, so the mix of outcomes need not match the whole.

SMILES	TGFb inhibitor	A549 tox	MmCpn inh	EPAC2 agonist	Akt phos inh	CCT modulator	Nrf2 activator	EPAC2 antag	Nrf2 block
O=C(CSc1nc2ccccc2o1)N1N=C(c2cccs2)CC1c1ccc(F)cc1 (stereo not drawn)	-12%	-2%	-1%	11%	i	-0.1	-0.6%	-1%	?
CC(=O)Nc1ccc(NC(=O)C2CCC(CNS(=O)(=O)c3cccc4nsnc34)CC2)cc1 (stereo not drawn)	12%	14%	0%	12%	i	-0.8	-0.3%	-3%	5%
COc1ccccc1CNC(=O)c1ccccc1C(=O)NC(C)(C)C(=O)NCc1ccccc1OC	-28%	-1%	-1%	5%	i	0.4	-0.7%	8%	-9%
Cc1nn(C)c2c1c(-c1ccccc1)cc(=O)n2Cc1ccccc1F	-5%	10%	.	.	.	.	1.0%	.	-12%
Cc1cc(C)n2nc(S(=O)(=O)N(CC(C)C)CC(C)C)nc2n1	2%	2%	-1%	0%	i	0.5	0.2%	2%	10%
CCCCN(CCCC)CC(O)COc1ccccc1Br (stereo not drawn)	-11%	-6%	2%	-9%	i	0.3	0.4%	-2%	-15%
c1ccc(C2=NOC(c3nnc(-c4ccccc4)o3)C2)cc1 (stereo not drawn)	-27%	-1%	.	-2%	i	-0.7	0.0%	-28%	4%
COc1ccc(C(=O)c2ccc([N+](=O)[O-])cc2Cl)cc1	5%	6%	-1%	16%	i	0.5	2.1%	-13%	?
Cc1[nH]c2ccc(F)cc2c1CCN(Cc1cccnc1)C(=S)Nc1ccc(F)cc1	-18%	0%	-2%	13%	i	-0.3	4.1%	-5%	-10%
CCOC(=O)[C@H]1[C@H]2COc3ccc(OC)cc3[C@@H]2N2C(=O)CN(Cc3ccco3)C(=O)[C@@]12C	-17%	-2%	0%	3%	i	0.5	-0.8%	6%	1%
CC(C)Oc1ccc(CNC(=O)Cn2ccc3cc(S(=O)(=O)N4CCCC4)ccc32)cc1	-2%	0%	3%	-8%	i	0.5	2.1%	3%	-6%
COc1ccc(Br)cc1C(=O)NC(=S)Nc1ccc(CN2CCOCC2)cc1	-8%	1%	1%	13%	i	1.6	2.8%	14%	-15%
COCCNC(=O)C(c1cccnc1)N(Cc1ccccc1)C(=O)Cn1nnc2ccccc21 (stereo not drawn)	1%	-15%	2%	-2%	i	1.5	9.1%	-8%	7%
N#Cc1cnc(=S)n(-c2cc(C(F)(F)F)cc(C(F)(F)F)c2)c1N	-17%	.	.	5%	i	-0.6	-0.9%	-1%	.
CC1CCC(NC(=O)CN2CCC(n3nnc4cc(F)ccc43)CC2)CC1 (stereo not drawn)	-17%	3%	-1%	8%	i	1.0	0.0%	-1%	-16%
COC(=O)C1=C(C)NC(C)=C(C(=O)OC)C1c1ccc(-c2cccc(Cl)c2Cl)o1	?	0%	-7%	16%	i	-7.9	14%	-9%	?
COc1ccc2ncc3c(-c4ccccc4)nn(-c4ccc(C)c(C)c4)c3c2c1	23%	-2%	.	.	.	.	0.0%	.	-25%
O=C(Cc1ccccc1)NCC(=O)OCc1ccc([N+](=O)[O-])cc1	-9%	-3%	3%	0%	i	2.9	0.2%	-1%	-11%
N#Cc1cn(-c2ccccc2)nc1-c1cc2ccccc2oc1=O	-2%	-6%	-3%	-3%	i	-1.8	3.4%	15%	?
NC(=O)NC(=O)COC(=O)CC12CC3CC(CC(C3)C1)C2	59%[activator]	2%	-1%	-1%	i	3.0	0.2%	-3%	0%
CCOC(=O)COc1ccc2c(=O)cc(-c3ccccc3)oc2c1	0%	4%	0%	6%	i	0.8	-1.0%	6%	-1%
O=C(OCC(=O)N1CCCCC1)c1c[nH]c2ccccc12	?	8%	0%	8%	i	-1.4	3.4%	-5%	?
CCc1ccc2oc(-c3ccc(C)c(NC(=O)c4cc([N+](=O)[O-])ccc4N4CCOCC4)c3)nc2c1	-23%	-16%	.	.	.	.	0.3%	.	?
CCC(=O)N1CCc2cc(Br)cc(S(=O)(=O)CC(=O)OC)c21	1%	-2%	1%	0%	-107%*	1.5	-0.7%	6%	15%
CC(C)(C)OC(=O)C[C@@H]1C/C=C\C[C@H](CC(=O)NCCO)C(=O)NC[C@@H](c2ccccc2)OC1=O	4%	-9%	-1%	-3%	i	0.3	0.3%	9%	12%
CCOc1cc(S(=O)(=O)N2CCCC2)ccc1Cl	-13%	11%	-2%	5%	i	-1.4	-0.5%	2%	-6%
O=C(NC1CCCCC1)C(=O)c1c[nH]c2ccccc12	-7%	2%	-4%	8%	i	-0.6	3.6%	2%	?
Cc1ccc(S(=O)(=O)Nc2cccc(Cl)c2)cc1NC(=O)c1cccnc1	2%	-1%	3%	5%	i	-3.7	-0.1%	0%	-24%
CCN(Cc1ccccc1)S(=O)(=O)c1cc2c3c(c1)CCN3C(=O)CC2	-18%	4%	-14%	-3%	i	5.6	0.2%	9%	-6%
CCOc1ccc(NC(=O)CN2CCN(CC(=O)Nc3ccc(C(N)=O)cc3)CC2)cc1	4%	-3%	-2%	0%	i	-1.5	-0.6%	-1%	-12%
Cc1c(N=Cc2c(O)n(C)c(=O)c3ccccc23)c(=O)n(-c2ccccc2)n1C	2%	-1%	2%	16%	i	-3.5	0.1%	49%[activator]	-10%
CC1(c2ccccc2)NC(=O)N(CC(=O)Nc2cccc(C#N)c2)C1=O (stereo not drawn)	1%	-2%	-2%	7%	i	-15	0.0%	-1%	-15%
CCCCN1C(=O)C(=O)N(CC(=O)N2CCN(c3ccccc3)CC2)C1=O	-1%	-1%	-2%	-6%	i	-3.6	0.3%	0%	2%
O=C(NNC(=O)C1CCC1)c1ccc(F)cc1	8%	.	.	0%	i	3.0	-0.8%	3%	.
OCc1nc(CO)n(Cc2ccccc2)n1	-3%	11%	0%	1%	i	0.6	0.1%	5%	.
Cc1ccc(CNC(=O)C2CC(c3cccc(F)c3)=NO2)cc1 (stereo not drawn)	-20%	-7%	0%	-1%	i	-1.9	-0.4%	2%	15%
Cc1ccccc1NC(=O)Cn1cnc2c(oc3nc4c(cc32)CCCC4)c1=O	4%	-10%	4%	-21%	i	0.0	0.0%	17%	5%
Cc1cc(=O)oc(C)c1C(=O)NCC(C)NC(=O)c1c(C)cc(=O)oc1C (stereo not drawn)	13%	0%	1%	-25%	i	1.9	-0.4%	15%	7%
Cc1cc(C)c(-c2csc(NC(=O)c3cc([N+](=O)[O-])ccc3N3CCOCC3)n2)c(C)c1	-7%	-2%	-1%	7%	i	-3.6	0.4%	-6%	-20%
C/C(Sc1nnc(Cc2ccccc2)o1)=C(/O)c1ccccc1	4%	-2%	0%	0%	i	0.0	-0.9%	6%	8%
CCOc1ccc(NC(=O)CN(C)C(=O)c2ccc3[nH]c4c(c3c2)CC(C)CC4)cc1OCC (stereo not drawn)	-23%	-6%	-1%	-1%	i	1.5	-0.1%	-1%	-12%
CCC(C)c1ccccc1NC(=O)COC(=O)C1=NN(c2ccccc2)C(=O)CC1 (stereo not drawn)	17%	-3%	-2%	6%	i	-4.8	0.0%	0%	2%
Nc1ccc(Nc2nc(-c3ccncc3)cs2)cc1	20%	-6%[1.84 µM]	-5%	1%	i	0.5	?	-2%	-38%
COc1ccc(-n2c(N)c(C#N)c3ccc([N+](=O)[O-])cc3c2=O)cc1	12%	-3%	0%	-11%	i	-0.5	0.0%[9.22 µM]	17%	?
Cn1c(SCc2nc3ccccc3[nH]2)nnc1-c1cccnc1	2%	5%	-1%	4%	i	0.4	-0.1%	7%	0%
Cc1ccc(C(C(=O)NCc2ccco2)N(C(=O)CNC(=O)c2cccs2)c2c(C)cccc2C)cc1 (stereo not drawn)	-2%	-4%	2%	-4%	i	-1.2	0.3%	5%	-7%
CCCCn1c(SCc2nc3ccccc3s2)nc2cc(S(N)(=O)=O)ccc21	?	-14%	-4%	11%	i	-1.1	10%	-3%	?
O=C1CSC(c2cccnc2)N1CCc1ccccn1 (stereo not drawn)	-14%	0%	1%	18%	i	-1.9	-0.6%	-2%	6%
COc1ccc2c(c1OC)CN(C)CCc1cc3c(cc1C(=O)C2)OCO3	27%	0%	1%	7%	i	-3.3	-0.7%	10%	-8%
CC(=O)c1ccc(NC(=O)c2cn(-c3ccccc3)nc2-c2ccc(Br)cc2)cc1	-16%	-5%	.	.	.	.	0.0%	.	7%
Cc1ccc(Cl)cc1NC(=O)C1CC(=O)N(C(C)C)C1 (stereo not drawn)	-10%	0%	0%	4%	i	1.5	0.0%	0%	1%
O=C(N/N=C/c1cccs1)c1cc(-c2ccc(Cl)s2)[nH]n1	?	0%	1%	-1%	i	1.4	-0.6%	-10%	3%

Given with values under each structure: three of the compounds above
Every second line gives: TGFb inhibitor | A549 tox | MmCpn inh | EPAC2 agonist | Akt phos inh | CCT modulator | Nrf2 activator | EPAC2 antag | Nrf2 block
> CC1CCC(NC(=O)CN2CCC(n3nnc4cc(F)ccc43)CC2)CC1 (stereo not drawn)
  -17% | 3% | -1% | 8% | i | 1.0 | 0.0% | -1% | -16%
> COC(=O)C1=C(C)NC(C)=C(C(=O)OC)C1c1ccc(-c2cccc(Cl)c2Cl)o1
  ? | 0% | -7% | 16% | i | -7.9 | 14% | -9% | ?
> COc1ccc2ncc3c(-c4ccccc4)nn(-c4ccc(C)c(C)c4)c3c2c1
  23% | -2% | . | . | . | . | 0.0% | . | -25%
